High-throughput results as filed in PubChem.
core106 dimerization – blockers of core106 self-association – biochemical, TR-FRET, triplicate, confirmation (AID 2152). inhibition, % at 5 µM. TR-FRET GST-/Flag-core106 dimerization, HTRF; stronger effect = higher value. actives 1% (n = 2,300);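 active means mean inhibition over three replicate wells above the hit threshold derived in the earlier primary screen, cut at about 45% in these data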;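 further: 0% = DMSO wells and 100% = unlabelled core106 competitor control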
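Test system: GST- and Flag-tagged HCV core106 peptides, dimerization via antibody TR-FRET | Medium: HEPES/KF buffer, pH 7.45 | Also added: Eu(K)-anti-GST plus XL665-anti-FLAG antibodies | Times: 4 h incubation, 22.5 °C | Signal: TR-FRET, excitation 340 nm, emission 671 and 617 nm | Evaluation: Percent inhibition from emission ratio | Replication: Triplicate wells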
* hit, by the source's call.

SMILES	core106 dimerization
CCOc1cccc(N2C(=O)/C(=C/c3ccco3)C(=O)NC2=S)c1	11
O=C1C(=O)c2ccccc2-c2ccccc21	-5
Cc1nc2c(=O)n(C)c(=O)nc-2n(C)n1	2
O=C1NC(=O)N(Cc2ccc(F)cc2)C(=O)/C1=C\c1ccc(N2CCCC2)cc1	4

Reprinted from the entries so far for reference:
SMILES	core106 dimerization
Cc1nc2c(=O)n(C)c(=O)nc-2n(C)n1	2
O=C1NC(=O)N(Cc2ccc(F)cc2)C(=O)/C1=C\c1ccc(N2CCCC2)cc1	4

Two entries picked at random from the list so far:
SMILES	core106 dimerization
CCOc1cccc(N2C(=O)/C(=C/c3ccco3)C(=O)NC2=S)c1	11
O=C1NC(=O)N(Cc2ccc(F)cc2)C(=O)/C1=C\c1ccc(N2CCCC2)cc1	4

These rows are one share of the data; count on the stated rates, not on these rows.
